Screening data deposited in PubChem by Sanford-Burnham Center for Chemical Genomics.
TIM10 inh: TIM10 yeast growth inhibition | AID 463195 | inhibition, % at 10 µM | S. cerevisiae TIM10 strain growth, BacTiter-Glo luminescence, 24 h | 1.4% of 330,000 active;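 active means inhibition of 40% or more at the single tested concentration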;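 further: wild-type TIM10 isogenic control strain grown at permissive 25 °C; 0% = DMSO yeast wells and 100% = minimal medium wells without yeast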
mIAP act: increases mouse intestinal alkaline phosphatase activity; 0.24% of 330,000 active; activation factor at 10 µM; muIAP, CDP-Star luminescence, 30 min; hits give high values; 1 = vehicle-only enzyme signal, 0 = enzyme-free wells;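 active means activation factor of at least 2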; further: the source names both 10 and 20 µM as test concentration; values of inactives mirror those of a sister screen read the other way
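Assay system: mouse IAP enzyme / Compound: DMSO-dissolved test compounds / Timing: 30 min, room temperature / Measured by: luminescence from enzymatic CDP-Star hydrolysis / Control set: DMSO-only wells, enzyme-free buffer wells as negative control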
hIAP inh: human IAP inhibition | P09923 | purified IAP, CDP-Star luminescence, 30 min | inhibition, % at 10 µM | 0.12% of 330,000 active;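 active means inhibition reaching a set limit with compound at 10 µM in the primary screen, cut at about 35% in these data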;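 further: plate controls were DMSO wells with enzyme for no effect and no-enzyme buffer wells for full effect; values of inactives mirror those of a sister screen read the other way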
Target sequence (P09923 whole entry, looked up): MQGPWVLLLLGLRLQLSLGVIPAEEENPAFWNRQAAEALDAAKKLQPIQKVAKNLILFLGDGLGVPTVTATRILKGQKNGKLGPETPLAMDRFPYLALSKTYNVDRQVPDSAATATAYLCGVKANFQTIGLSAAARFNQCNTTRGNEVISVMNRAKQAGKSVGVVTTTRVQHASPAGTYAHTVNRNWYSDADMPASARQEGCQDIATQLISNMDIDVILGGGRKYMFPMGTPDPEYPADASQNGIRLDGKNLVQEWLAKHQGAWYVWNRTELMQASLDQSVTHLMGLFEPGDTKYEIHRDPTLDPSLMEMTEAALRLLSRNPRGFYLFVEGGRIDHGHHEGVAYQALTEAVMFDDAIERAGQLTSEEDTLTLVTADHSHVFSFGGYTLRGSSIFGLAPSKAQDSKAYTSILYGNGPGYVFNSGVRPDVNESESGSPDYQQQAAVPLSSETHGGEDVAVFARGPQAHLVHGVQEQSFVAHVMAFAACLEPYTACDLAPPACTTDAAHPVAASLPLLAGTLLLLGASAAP
NALP3 yeast inh: blocks the NALP3 inflammasome reconstituted in yeast. 0.39% of 330,000 active. Yeast reconstituted NLRP3/ASC/caspase-1, beta-gal luminescence, 24 h. inhibition, % at 10 µM. AID 2825;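 active means inhibition of 50% or more; inactive means inhibition below 50%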;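 further: plate controls were induced DMSO wells for no effect and uninduced yeast grown without galactose for full effect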
mIAP block: mouse IAP inhibition; AID 2806; inhibition, % at 10 µM; 0.2% of 330,000 active; purified mouse IAP, CDP-Star luminescence, 30 min;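 active means inhibition of at least 40% at 10 µM in the primary screen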;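 further: plate controls were DMSO with enzyme for no effect and no enzyme wells for full effect; values of inactives mirror those of a sister screen read the other way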
APOBEC3G inh: APOBEC3G (human) deaminase inhibition; Q9HC16; recombinant A3G, ssDNA deamination FAM/TAMRA fluorescence; inhibition, % at 20 µM; 0.28% of 330,000 active;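 active means inhibition of at least 40% at 20 µM, with no more than 30% in the related APOBEC3A deaminase screen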;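 further: plate controls were DMSO wells with A3G for no effect and wells lacking A3G enzyme for full effect; some compounds called inactive have numbers as strong as hits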
Target sequence (Q9HC16 whole entry, looked up): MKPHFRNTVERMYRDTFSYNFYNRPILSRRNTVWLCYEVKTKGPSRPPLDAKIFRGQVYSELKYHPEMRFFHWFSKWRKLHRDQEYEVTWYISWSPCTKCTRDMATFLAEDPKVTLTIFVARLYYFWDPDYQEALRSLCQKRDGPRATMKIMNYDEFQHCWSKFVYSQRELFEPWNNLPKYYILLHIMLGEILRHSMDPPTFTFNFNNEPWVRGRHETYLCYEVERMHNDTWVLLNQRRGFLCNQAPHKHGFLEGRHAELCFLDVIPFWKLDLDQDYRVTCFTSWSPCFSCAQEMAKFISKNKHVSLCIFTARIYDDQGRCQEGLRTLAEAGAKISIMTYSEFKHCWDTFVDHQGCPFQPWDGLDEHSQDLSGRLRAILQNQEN
MIN6 prolif: inducers of beta-cell replication in MIN6 cells; MIN6 cells proliferation, ATPlite luminescence, 48 h; cells starved in 0.2% serum; 100% = growth in 10% serum; proliferation, % at 10 µM; 0.29% of 330,000 active;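 active means compounds whose signal lies at least 3.5 SD above the mean of all wells on their plate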;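 further: 0% = DMSO-treated cells in low-serum medium and 100% = 10% serum control; some compounds called inactive have numbers as strong as hits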
APOBEC3A inh: blocks human APOBEC3A ssDNA deamination; AID 493011; 0.41% of 330,000 active; P31941; recombinant A3A, FAM/TAMRA ssDNA deamination fluorescence; inhibition, % at 20 µM;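 active means at least 40% inhibition at 20 µM here, with at most 30% in a related deaminase screen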;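 further: plate controls were A3A with DMSO for no effect and wells lacking A3A enzyme for full effect; some results filed as inactive read as strong as hits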
tim10-1 inh: tim10-1 yeast growth inhibition. S. cerevisiae tim10-1 ts strain growth, BacTiter-Glo, 24 h. AID 463190. 2.2% of 330,000 active. inhibition, % at 20 µM;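 active means inhibition of at least 40%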;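 further: mutant grown at 25 °C; 0% = DMSO wells with yeast and 100% = wells holding no yeast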
An asterisk follows results filed as active.

Molecule	APOBEC3A inh	NALP3 yeast inh	tim10-1 inh	MIN6 prolif	mIAP act	TIM10 inh	mIAP block	APOBEC3G inh	hIAP inh
Cc1cccc(-c2cc3nc(C)cc(C)n3n2)c1	-3.1	42.2	-0.5	-2.1	0.987	-25.0	1.3	-5.4	-2.8
CN1/C(=C\C(=O)CSc2ncn[nH]2)C(C)(C)c2ccccc21	-0.4	11.7	13.1	-1.4	1.02	-3.1	-2.3	-4.5	10.4
CCCCCC(O)CCc1n[nH]c(=S)n1-c1ccccc1 (stereo not drawn)	0.2	13.9	3.5	-2.8	0.952	2.4	4.8	41.2*	-23.4
COc1ccccc1OCCNC1CCCC1	-0.4	10.5	9.6	0.9	0.954	4.0	4.6	-6.3	-6.0
COc1ccc(CCn2c(=N)c(S(=O)(=O)c3ccc(Cl)cc3)cc3c(=O)n4ccccc4nc32)cc1	-3.7	-3.4	19.9	0.7	0.94	7.1	6.0	-5.0	0.9
CNS(=O)(=O)c1cn(CC(=O)NCc2ccc(OC)cc2)cc1S(=O)(=O)NC	-2.3	-13.8	-2.3	-0.4	0.967	-16.1	3.3	-9.6	-20.4
CN(CC(=O)Nc1ccccc1C(=O)NC1CC1)Cc1ccc(Cl)cc1	-2.3	12.1	-8.0	4.5	1.18	-14.6	-17.6	-7.8	-3.4
Nc1nc2n(n1)C(c1ccco1)CC(c1ccc(Cl)cc1Cl)N2 (stereo not drawn)	5.9	18.7	29.0	2.8	1.06	-14.7	-6.3	3.6	5.0
O=[N+]([O-])c1ccc(Cl)c(S(=O)(=O)Nc2cccc(S(=O)(=O)NC3=NCCC3)c2)c1	0.0	-0.3	6.3	-4.1	0.942	10.1	5.8	3.0	8.5
COc1ccc(/C=C/C(=O)NC(=S)Nc2ccc(S(=O)(=O)N=C(N)N)cc2)cc1OC	-2.2	19.0	-47.9	0.9	0.96	-24.3	4.0	-5.2	2.1
CNc1oc(Cc2ccccc2)nc1S(=O)(=O)c1ccccc1	-1.2	-10.5	9.0	-1.1	0.933	-0.3	6.7	-4.1	5.0
Cn1nc(C(F)(F)F)c(-c2cccc(C(F)(F)F)c2)c1NC(=O)Nc1ccc(F)cc1	2.3	-9.8	-5.3	-6.1	1.42	12.3	-41.7	-5.4	-19.1
COc1ccc(N2CCN(C(=O)CN(C)S(=O)(=O)c3cnc[nH]3)CC2)cc1	-9.2	11.3	8.8	-0.8	0.901	-5.4	9.9	-11.9	-8.9
COc1ccc(C(=O)/C=C/c2ccc(OC3CSC3)cc2)cc1	-5.0	35.3	30.2	-5.3	0.901	29.1	9.9	-5.8	14.3
C=CCOc1c(Br)cc(/C=N/NC(=O)Cc2ccc(C(F)(F)F)cc2[N+](=O)[O-])cc1OC	4.2	7.5	-1.3	-0.7	0.944	16.2	5.6	0.1	8.8
COc1ccc(S(=O)(=O)N2CCOCC2)cc1NC(=O)CSc1nnnn1C1CC1	3.3	20.3	-0.8	-0.9	0.987	10.1	1.3	-7.3	10.4
COc1ccccc1N1C(=NC(=O)C(C)Oc2ccccc2)SC2CS(=O)(=O)CC21 (stereo not drawn)	-2.4	9.2	17.6	2.3	0.919	-6.7	8.1	-6.3	-16.1
COc1ccc(-c2nnc(OC)c3ccccc23)cc1	-4.5	39.2	22.4	0.1	0.973	-14.3	2.7	-5.9	-11.0
COCC(=O)Nc1ccccc1C(=O)NC(C)C	-6.8	-0.6	3.9	-2.7	1.04	-4.0	-4.4	-7.6	-19.8
COC(=O)C1=C(N)Oc2cc(C)oc(=O)c2C1c1cccnc1 (stereo not drawn)	2.4	18.0	10.1	-2.3	1.02	-30.1	-2.3	-7.1	-40.7
COc1ccc(OCCC(=O)OCC(=O)Nc2cccc(S(=O)(=O)N3CCCCC3)c2)cc1	0.4	21.5	4.5	-1.8	1.19	5.6	-18.6	-3.6	6.5
S=C(NCc1cccs1)Nc1ccccc1Cl	1.5	8.9	27.0	5.3	1.11	17.5	-10.6	0.0	0.2
COc1cc(NC(=O)CCCNC(=O)c2ccc(Cl)cc2)cc(OC)c1OC	15.0	15.6	-13.7	-0.1	0.949	6.7	5.1	-0.3	-6.3
CCOC(=O)c1cccc(N2C(N)=NC(N)=NC2(C)C)c1	-0.4	9.1	-5.0	-2.3	1.05	-22.6	-4.6	-4.7	-9.6
O=C1NC(=S)N/C1=C/c1cccc([N+](=O)[O-])c1	0.6	14.8	1.9	-0.4	0.882	-2.5	11.8	-3.1	-14.5
O=C(Nc1cccc(-c2ccc(N3CCCCC3)nn2)c1)C(F)(F)F	-6.0	16.8	33.3	-6.5	0.98	8.3	2.0	-4.5	6.2
Cc1c(Cl)cccc1NC(=S)NC(=O)c1cncc(Br)c1	-1.4	9.3	30.0	-4.0	0.911	-9.3	8.9	1.0	-25.6
Cc1cc(NC(=O)CCC(=O)N(c2ccccc2C)C(C(=O)NC2CCCC2)c2ccccc2)no1 (stereo not drawn)	0.1	5.1	-9.3	0.0	0.982	-0.6	1.8	-7.0	1.3
COc1ccccc1C(=O)COC(=O)COc1ccc(C#N)cc1	-1.0	17.8	22.8	-1.0	1.04	-6.0	-4.4	-5.8	-16.1
O=C1CC(N2CCN(c3cccc(C(F)(F)F)c3)CC2)C(=O)N1c1ccccc1F (stereo not drawn)	-1.4	-0.7	19.0	5.0	0.986	22.3	1.4	-1.4	0.3

Whole records from above. Values in the order: APOBEC3A inh	NALP3 yeast inh	tim10-1 inh	MIN6 prolif	mIAP act	TIM10 inh	mIAP block	APOBEC3G inh	hIAP inh
Results for CCCCCC(O)CCc1n[nH]c(=S)n1-c1ccccc1 (stereo not drawn) → 0.2	13.9	3.5	-2.8	0.952	2.4	4.8	41.2*	-23.4
Results for COc1ccc(CCn2c(=N)c(S(=O)(=O)c3ccc(Cl)cc3)cc3c(=O)n4ccccc4nc32)cc1 → -3.7	-3.4	19.9	0.7	0.94	7.1	6.0	-5.0	0.9
Results for COc1ccccc1N1C(=NC(=O)C(C)Oc2ccccc2)SC2CS(=O)(=O)CC21 (stereo not drawn) → -2.4	9.2	17.6	2.3	0.919	-6.7	8.1	-6.3	-16.1

Next results follow:
Molecule	APOBEC3A inh	NALP3 yeast inh	tim10-1 inh	MIN6 prolif	mIAP act	TIM10 inh	mIAP block	APOBEC3G inh	hIAP inh
S=C(Nc1ccc2nccnc2c1)N1CCOCC1	-0.2	3.5	4.4	-2.5	0.95	14.9	5.0	-0.4	-2.2
COc1ccc(CCN(C)Cc2ccc(OCc3ccccc3)c(OC)c2)cc1OC	1.4	19.1	3.9	-4.0	0.989	16.5	1.1	-2.0	19.8
Cn1c(NC(=O)C[n+]2cc(-c3ccc(Cl)cc3)n3c2CCC3)cc(=O)n(C)c1=O	2.9	8.7	13.0	0.0	1.11	-0.5	-11.3	-0.4	12.5
CCOC(=O)N1CCN(Cc2nc3cc(NC(=O)C(C)C)ccc3n2CC)CC1	0.8	-10.9	-7.1	2.6	1.06	-18.3	-6.1	0.4	2.8
COCCn1c(C)cc(C(=O)COC(=O)CNC(=O)c2ccco2)c1C	-0.7	13.8	-15.9	-4.5	1.07	-7.0	-7.3	-1.9	-5.8
O=[N+]([O-])c1ccc(N/N=C/c2cccs2)nc1	-1.4	14.8	12.6	-1.1	0.853	20.4	14.7	-6.7	18.8
CC(C)OP(C)(=O)CN1CCN(CP(C)(=O)OC(C)C)CC1 (stereo not drawn)	-5.1	8.0	-6.2	-1.6	0.998	0.6	0.2	-8.2	-14.2
CCOC(=O)C1CCCN(C(=S)NC(=O)c2cc(Br)ccc2Cl)C1 (stereo not drawn)	-8.3	20.2	40.0*	-1.2	1.01	37.4	-1.2	-15.3	9.2
COc1ccccc1/C=N/NC(=O)CN(C1=NS(=O)(=O)c2ccccc21)c1ccccc1	-2.5	-2.7	20.5	0.0	0.986	3.6	1.4	-5.8	-7.4
Cc1cccc(-c2noc(CNC(=O)c3ccc4c(c3)OCO4)n2)c1	-0.7	21.4	-40.6	-2.5	1	5.8	-0.4	-6.3	5.3
CC12CCC(=O)N1C(C(=O)NNC(=O)COc1ccc(Br)cc1)CS2 (stereo not drawn)	1.9	1.6	-14.5	0.3	0.974	-6.9	2.6	-0.1	-36.4
O=C(COC(=O)c1ccc([N+](=O)[O-])s1)NCCc1ccccc1	-0.9	22.5	50.4*	-6.1	0.937	46.3*	6.3	-0.6	0.9
c1ccc(CNCc2ccc3c(c2)OCO3)nc1	-5.6	4.1	13.5	-1.0	1.07	6.9	-6.9	-4.7	-8.2
COc1ccc(N2C(=NC(=O)C3CCCCC3)SC3CS(=O)(=O)CC32)cc1OC (stereo not drawn)	-9.0	12.3	18.0	2.4	0.999	-11.3	0.1	-4.0	2.8
CCOc1ccc(C2C(C(=O)/C=C/c3ccco3)=C(O)C(=O)N2CCN2CCOCC2)cc1OC (stereo not drawn)	19.3	-7.4	8.3	0.5	0.839	-13.1	16.1	1.6	-1.6
O=S(=O)(c1cc(Cl)ccc1Cl)N1CCC2(CC1)OCCO2	-1.5	6.2	21.9	-4.2	1.08	-0.1	-8.2	-5.2	14.4
Cc1csc2c(NC3CCN(Cc4ccccc4)CC3)ncnc12	3.3	10.8	-5.9	-2.5	1.05	-4.2	-4.9	-1.1	-12.2
COC(=O)c1ccc(N2CCN(CC(=O)c3ccc(C)cc3)CC2)c([N+](=O)[O-])c1	4.1	13.2	-16.0	-1.7	1	3.6	-0.3	-2.6	10.7
O=C(COC(=O)/C=C/c1cccc(Br)c1)NC1CC1	-2.3	-11.3	-6.3	-6.4	1.04	-0.1	-3.8	-8.8	4.2
CC(O)Cn1ccccc1=N (stereo not drawn)	-0.9	3.6	-4.8	-4.5	1.03	5.4	-3.1	1.4	-6.3
Cc1cc(C)c(NC(=O)CC(=O)c2ccccc2)c(Cl)c1	-8.2	18.7	29.1	-4.5	1.09	3.9	-8.7	-9.4	-20.0
O=C(OCc1ccc(F)cc1Cl)c1ccccn1	-1.6	4.8	19.4	-2.2	0.987	16.4	1.3	-5.3	14.2
COc1ccccc1NC(=O)C(=O)c1cn(CC(=O)N2CCCC2)c2ccccc12	-3.2	16.8	20.7	0.5	0.957	6.2	4.3	-7.1	4.9
O=C(Nc1ccc(OC(=O)c2ccccc2)c(-c2nc3ccccc3s2)c1)c1ccccc1	-2.7	6.0	11.9	-4.6	1.03	6.4	-2.7	-2.1	-10.3
COc1ccc(N2CC(C(=O)Nc3ccccc3C(=O)NC3CC3)CC2=O)cc1 (stereo not drawn)	-0.3	21.0	-9.5	-3.2	1	-0.1	0.0	-11.5	2.5
CC(/C=C/c1ccc2c(c1)OCO2)=N\NC(=O)COc1ccccc1C	-2.6	17.3	20.0	0.4	0.816	15.3	18.4	-2.9	-12.2

Laid out differently: two of the compounds above
O=C(OCc1ccc(F)cc1Cl)c1ccccn1
- APOBEC3A inh: -1.6
- NALP3 yeast inh: 4.8
- tim10-1 inh: 19.4
- MIN6 prolif: -2.2
- mIAP act: 0.987
- TIM10 inh: 16.4
- mIAP block: 1.3
- APOBEC3G inh: -5.3
- hIAP inh: 14.2
COc1ccccc1NC(=O)C(=O)c1cn(CC(=O)N2CCCC2)c2ccccc12
- APOBEC3A inh: -3.2
- NALP3 yeast inh: 16.8
- tim10-1 inh: 20.7
- MIN6 prolif: 0.5
- mIAP act: 0.957
- TIM10 inh: 6.2
- mIAP block: 4.3
- APOBEC3G inh: -7.1
- hIAP inh: 4.9
